TNAP inh no acc: TNAP (human) inhibition, acceptor-free conditions | 200,000 compounds, 0.26% hits | AID 1012 | purified TNAP, CDP-star luminescence, 30 min | inhibition, % at 20 µM | P05186;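 active = tissue-nonspecific alkaline phosphatase inhibition above about 50% at 20 µM in the single-dose screen, limit read from the data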;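 note: 0% = DMSO negative control and 100% = EDTA positive control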
TNAP act hiacc: TNAP (human) activation, high acceptor. purified TNAP, CDP-star luminescence, 1 M DEA, 30 min; active compounds read high; 0 = EDTA background, 1 = DMSO-only activity. P05186. 200,000 tested, under 10 active. activation factor at 20 µM;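 active = activation factor at least 2 at 20 µM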
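Dosing: 20 µM single point. System: human TNAP. Amount: TNAP 1/800 final. Incubation: 30 min, room temperature. Read-out: TNAP activation factor scaled between EDTA and DMSO control wells. Signal: luminescence from CDP-star hydrolysis. Medium: 1 M DEA, pH 9.8, Mg2+, Zn2+. Control set: EDTA negative control, DMSO positive control.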
APP 5'UTR act: activates APP 5'UTR luciferase reporter. SH-SY5Y APP 5'UTR luciferase reporter, luminescence; zero percent = DMSO vehicle wells. activation, % at 2 µM. AID 1276. 190,000 compounds, 1% hits;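 active = activation above a set limit, based on mean plus 3 SD of controls, cut at about 140% in these data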; note: values of inactives mirror those of a sister screen read the other way
PMI act: activators of human phosphomannose isomerase; P34949; purified human PMI, coupled resazurin fluorescence, 20 min; active compounds read high; 1 = vehicle control, 0 substrate-free wells; activation factor at 20 µM; 190,000 compounds, 0.005% hits; AID 1214;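 active = activation factor of 2 or more at 20 µM, relative to plate controls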
Target sequence (P34949 whole entry, looked up): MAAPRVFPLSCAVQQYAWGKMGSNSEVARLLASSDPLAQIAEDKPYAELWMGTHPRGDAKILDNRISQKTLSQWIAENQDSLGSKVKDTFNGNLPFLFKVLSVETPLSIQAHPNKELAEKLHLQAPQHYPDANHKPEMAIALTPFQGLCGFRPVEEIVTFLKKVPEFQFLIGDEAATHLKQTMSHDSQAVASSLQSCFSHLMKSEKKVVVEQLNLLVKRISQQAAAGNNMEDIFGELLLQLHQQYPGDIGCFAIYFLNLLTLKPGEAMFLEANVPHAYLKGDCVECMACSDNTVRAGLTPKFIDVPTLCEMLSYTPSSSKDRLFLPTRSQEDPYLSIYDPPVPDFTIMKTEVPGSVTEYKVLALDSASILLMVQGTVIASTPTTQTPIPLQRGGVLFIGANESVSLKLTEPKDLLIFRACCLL
PMI act hi M6P: increases human PMI activity with near-saturating mannose 6-phosphate; coupled PMI enzyme assay, resazurin fluorescence, 20 min; active compounds read high; 1 = untreated enzyme, 0 = substrate-free blank; activation factor at 20 µM; P34949; 190,000 compounds, 0.34% hits;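 active = activation factor of 2 or more at 20 µM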
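assay system = human phosphomannose isomerase with PGI, G6PDH, diaphorase coupling enzymes | quantity = 15 ng/mL PMI | incubation = enzyme reaction with compound 20 min at room temperature | medium = HEPES pH 7.4 buffer with MgCl2 and Tween-20 | compound dosing = one concentration, 20 µM, in 1% DMSO | measured by = Diaphorase-driven resazurin-to-resorufin fluorescence, excitation 544, emission 590 nm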
NF-kB expr up: NF-kB expression increase, human neuronal cells; fold change at 12.5 µM; 190,000 compounds, 1.6% hits; NF-kB reporter expression; active compounds read high; in the data active = fold change above about 3.3
FLuc inhib CS: Photinus pyralis luciferase inhibition counter-screen. P08659. 200,000 compounds, 1.5% hits. AID 1006. inhibition, % at 10 µM. ATPLite firefly luciferase biochemical luminescence, 10 min;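 active = inhibition above about 50% when tested at 10 µM, limit read from the data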
Target sequence (P08659 whole entry, looked up): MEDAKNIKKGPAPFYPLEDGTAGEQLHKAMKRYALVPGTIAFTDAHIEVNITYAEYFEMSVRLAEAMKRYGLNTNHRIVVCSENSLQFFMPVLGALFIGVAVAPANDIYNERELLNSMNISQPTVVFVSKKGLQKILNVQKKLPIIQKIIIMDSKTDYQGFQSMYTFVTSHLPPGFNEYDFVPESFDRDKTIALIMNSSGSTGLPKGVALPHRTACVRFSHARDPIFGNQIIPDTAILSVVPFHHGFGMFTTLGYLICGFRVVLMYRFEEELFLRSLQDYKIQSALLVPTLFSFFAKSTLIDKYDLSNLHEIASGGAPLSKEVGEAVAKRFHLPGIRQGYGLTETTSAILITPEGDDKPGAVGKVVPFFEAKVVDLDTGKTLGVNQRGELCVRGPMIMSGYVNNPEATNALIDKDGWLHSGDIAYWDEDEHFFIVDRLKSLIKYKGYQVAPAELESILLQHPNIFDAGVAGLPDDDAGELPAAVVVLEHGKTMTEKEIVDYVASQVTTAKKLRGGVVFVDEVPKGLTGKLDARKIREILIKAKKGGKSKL
FLuc act counter: affects firefly luciferase, flagging false hits in luciferase stimulation screens. activation factor at 10 µM. AID 1027. ATPlite luciferase biochemical, luminescence, 10 min; 0 = ATP-free wells, 1 = DMSO control. 200,000 tested, under 10 active;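 active = luciferase activation factor, scaled between plate controls, of at least 2 with compound at 10 µM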
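Material: Luciferase/luciferin reagent mix; Doses: test compounds dosed from 2 mM stocks in 100% DMSO; Schedule: 10 min incubation after luciferase reagent addition, room temperature; Measured by: luminescence from luciferase reaction; Read-out: luminescence gain marking luciferase activators.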
TNAP inh hiacc: inhibitors of human TNAP at high phosphate acceptor concentration | purified TNAP, CDP-star luminescence, 1 M DEA | P05186 | inhibition, % at 20 µM | 200,000 compounds, 0.03% hits | AID 1135;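 active = over 50% inhibition of tissue-nonspecific alkaline phosphatase at 20 µM in the single-dose screen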;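 note: plate controls were DMSO wells for no effect and EDTA-quenched wells as full inhibition for full effect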
bIAP act: intestinal alkaline phosphatase (bovine) activation | purified bovine IAP, CDP-star luminescence, 30 min; active compounds read high; fold of DMSO-control signal, blank-subtracted | activation factor at 20 µM | 200,000 compounds, 0.17% hits;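 active = activation factor of 2 or more at 20 µM, a signal rise over negative controls twice the positive control's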
The depositor's hits bear a star; / = no result given. This is a random part of the collection; 3.6% or so of the library scored in one or more.

SMILES	TNAP inh no acc	TNAP act hiacc	APP 5'UTR act	PMI act	PMI act hi M6P	NF-kB expr up	FLuc inhib CS	FLuc act counter	TNAP inh hiacc	bIAP act
Cc1cccc(NC(=O)CSc2nc3[nH]ncc3c(=O)[nH]2)c1C	-14	1	-13	0.9	1.1	1	-4	1	-2	1.1
CN(c1ccccc1)S(=O)(=O)c1cccc(NS(=O)(=O)c2ccc(/C=C/C(=O)O)cc2)c1	-11	1	4	1.4	1.3	1	2	1	-2	1.1
Cc1ccc(C)c(NC(=O)CN(C)C(=O)[C@@H](NC(N)=O)C(C)C)c1	-6	1	-1	1	1	0.94	-6	1.1	-4	0.9
O=C(CCc1ccccc1)NCCSc1ccccc1	-17	1	0	1	1	1.6	-4	1	-1	0.9
Cc1nnc(SCC2=C(C(=O)O)N3C(=O)C(NC(=O)Cn4nc(C)c(Cl)c4C)C3SC2)s1 (stereo not drawn)	-5	1	22	0.9	0.9	0.9	3	1	-1	1
O=C(CCSc1nnc2scc(-c3ccccc3)n12)Nc1nc(-c2ccccc2)ns1	-9	1	14	1	1	0.98	-5	1	-4	0.8
COc1cc(C(=O)Nc2ccc3c(c2)N(C(=O)CCN(C)C)c2ccccc2CC3)cc(OC)c1OC	-14	1	-2	0.9	1	1.4	-2	1	-2	1.1
C=CCNC(=O)c1onc(CSc2ccccc2)c1C(=O)O	-9	1	-1	1.1	1.1	1.2	-8	1.1	-1	1
CC(=O)c1cnc(Nc2cccc(Cl)c2Cl)s1	1	1	69	0.9	0.9	2	-2	1	0	1
CCN(CC)CCNC(=O)c1ccc2c(=O)n(CCc3ccccc3)c(=O)[nH]c2c1	-12	1.1	-11	0.9	0.9	1.1	-2	1	-5	0.8
Cc1cccc(NC(=O)COC(=O)c2ccc3c(=O)n4c(nc3c2)CCC4)c1	-7	1	5	0.9	0.9	1.2	-3	1	-4	0.2
O=c1[nH]cc(NCCc2ccccc2)c(=O)[nH]1	-18	1	2	0.9	0.7	1.6	-3	1	-3	1.1
Cn1cnnc1SCc1ccc(C(=O)N=Nc2c(O)n(Cc3ccc(Cl)cc3)c3ccccc23)cc1	-2	1	9	1	1.1	0.37	-4	1	-3	0.8
CCCCCCCCCCCC(=O)NC(C(=O)O)C(O)c1ccccc1 (stereo not drawn)	-15	1.1	4	0.9	0.9	1.1	2	1	-12	0.9
COCCNC(=O)/C(C#N)=C/c1ccc(OCc2ccc(F)cc2)cc1	-10	1	10	0.9	0.9	1.8	-2	1	-2	1
CCOc1ccc(-c2nnn(CCC(=O)O)n2)cc1OC	-5	1	1	0.9	0.9	1.2	-2	1	3	0.9
CCc1ccc(NC(=O)CNC(=O)c2cn(-c3ccccc3OC)c(=O)c3ccccc23)cc1	-16	1.1	-12	0.9	1	0.7	4	1	-6	1.4
CC(=O)Nc1ccc(NC(=O)COC(=O)c2ccccn2)cc1	-21	1	14	1	0.9	1.2	-4	1	-5	1
[O-]/C(=C(\C(=S)NCc1ccco1)[n+]1ccccc1)c1ccccc1Br	-1	1	4	1.1	0.9	1.4	-5	1.1	5	0.9
CCOc1cc(/C=N/NC(=O)c2ccc(CSc3nncn3C)cc2)ccc1OCC(=O)N1CCOCC1	-8	1	-14	1	1.1	0.82	-4	1	-3	0.9
Cc1ccc(/C=C2\CCC(C3CCCC3)C2=O)cc1 (stereo not drawn)	-10	1	157*	1	1.1	1.6	57*	0.4	2	1
CC(=O)N1CCCc2cc(S(=O)(=O)N3CCc4ccccc4C3)ccc21	-8	1	25	0.9	0.9	0.85	-7	1.1	-2	1
O=C(Nn1c(-c2ccccc2)nc2ccccc2c1=O)C1CCC1	-6	1	3	0.8	0.9	1.1	2	1	-5	0.9
Cc1cc(N2CCCCC2)nc(N)n1	-6	1	-8	1	1.1	1.4	-6	1.1	3	1
CCOc1c(N2CCCCC2)c(=O)c1=O	-18	1.1	-2	0.9	0.9	1.2	-2	1	-8	0.9
COc1ccc(-n2c(SCC(N)=O)nnc2-c2cccnc2)cc1	-7	1	14	1	0.9	1.4	-3	1	-2	1.2
CN1CCN(S(=O)(=O)c2ccc(NC(=S)NC(=O)c3ccccc3)cc2)CC1	34	1	5	0.9	0.9	1.1	-8	1.1	-4	0.7
CN(C)CCNC(=O)C1CC(=O)N(c2ccc(F)c(Cl)c2)C1 (stereo not drawn)	-12	1	-10	1	1	1.7	-2	1	-3	1.1
COc1ccc(C2C(C(=O)c3ccco3)=C(O)C(=O)N2c2nnc(C)s2)cc1 (stereo not drawn)	0	0.9	33	1.3	1.2	1.1	1	1	6	1.2
O=[N+]([O-])c1cccc(-c2nc(Oc3ccc(Cl)cc3)c3ccccc3n2)c1	22	1	-22	1.1	0.9	0.95	0	1	4	1
CN1CCN(C(=O)c2cnn3c(C(F)(F)F)cc(-c4cccs4)nc23)CC1	-10	1	1	1.1	1.1	1.1	-7	1.1	-5	0.7
O=c1c2ccccc2nc2ccc(NCc3ccco3)nn12	-11	1	65	0.8	0.9	1.3	20	0.8	-3	1
CSc1nc(C)c(CCOCc2ccc(F)cc2)c(=O)[nH]1	-7	1	4	1.1	1.1	1	0	1	-1	1.1
CCOc1cc(C(=O)CCC(=O)OCC(=O)Nc2ccc(C)c(S(=O)(=O)N(C)C)c2)ccc1O	-9	1	-15	0.9	0.9	1.1	20	0.8	-3	1.4
CCCCCNC(=O)c1c[nH]c2ccc(S(=O)(=O)N3CCC4(CC3)OCCO4)cc2c1=O	-5	1	-31	1.1	1.1	1.2	-8	1.1	0	0.9
Cc1[nH]c2ccccc2c1[C@H]1[C@@H](CC#N)C1(C)C	-16	1	0	0.9	0.9	1.1	-4	1	-3	0.7

Arranged by value in NF-kB expr up (highest first): 5 of the compounds above.
Compound | NF-kB expr up
CC(=O)c1cnc(Nc2cccc(Cl)c2Cl)s1 | 2
Cc1cc(N2CCCCC2)nc(N)n1 | 1.4
C=CCNC(=O)c1onc(CSc2ccccc2)c1C(=O)O | 1.2
CCOc1cc(C(=O)CCC(=O)OCC(=O)Nc2ccc(C)c(S(=O)(=O)N(C)C)c2)ccc1O | 1.1
Cn1cnnc1SCc1ccc(C(=O)N=Nc2c(O)n(Cc3ccc(Cl)cc3)c3ccccc23)cc1 | 0.37

New compounds follow.
SMILES	TNAP inh no acc	TNAP act hiacc	APP 5'UTR act	PMI act	PMI act hi M6P	NF-kB expr up	FLuc inhib CS	FLuc act counter	TNAP inh hiacc	bIAP act
Nc1ccc(NC(=O)c2cccs2)cc1	-6	1	-9	1	0.9	1.2	0	1	-3	1
CCC(C(=O)OCC(=O)Nc1ccccc1-c1ccccc1)c1ccccc1 (stereo not drawn)	-6	1	4	0.9	0.9	1.2	-5	1	1	1
COc1ncccc1-c1nnn(-c2ccc(Cl)nc2)n1	-8	1	28	0.9	0.9	1.8	9	0.9	-2	0.9
CC/C(=N\NC(=O)c1ccccc1Cl)c1ccc(Br)s1	-7	1	7	1	1	1.1	-6	1.1	-2	1
Cc1ccccc1NC(=O)CCN1CCN(Cc2ccccc2)CC1	-2	1	-4	1	0.9	0.99	2	1	1	0.9
CC1CCCCN1CCNC(=O)CC1Oc2ccccc2NC1=O (stereo not drawn)	-7	1.1	-9	0.9	1	0.96	-7	1.1	-6	0.9
O=C(CCCCCn1c(=S)[nH]c2cc3c(cc2c1=O)OCO3)N1CCN(C2CCCCC2)CC1	-6	1	1	0.9	0.9	0.71	-5	1.1	-2	1
Cc1ccccc1S(=O)(=O)Cc1ccc(C(=O)NCCCOC(C)C)o1	-4	1	-2	0.9	0.9	1.1	-2	1	-1	0.9
O=C(O)c1cc(N/N=C/C=C/c2ccccc2)ccc1Cl	-8	1	179*	1.6	1.9	6.1*	10	0.9	1	1
COc1ccc(N2CCN(C(=O)NC3CC(=O)N(c4ccc(OC)cc4)C3)CC2)cc1 (stereo not drawn)	-12	1.1	2	1	0.9	0.95	-2	1	-5	1.2
COC(=O)c1ccc(NC(=O)C2CCN(S(C)(=O)=O)CC2)cc1	-14	1.1	33	1	1	1.6	-7	1.1	-10	0.9
Cc1sc2nc(SC(C)C)nc(N)c2c1C	-5	1	2	0.8	0.8	1.2	4	1	-2	0.9
O=C(c1cccc(N2CCCC2=O)c1)N1CCOCC1	-5	1	11	0.9	1	1.2	-3	1	0	0.9
CCN(CC)Cc1cc(O)c(CN(CC)CC)cc1O	6	1	2	0.7	0.5	1.1	-6	1.1	1	1.1
CCOC(=O)N1CCN(C(=O)CN(Cc2ccccc2)S(=O)(=O)c2ccc(OC)c(C)c2)CC1	-13	1	0	1	1	1.2	-4	1	-3	1
Cn1c(C(=O)OC(C(=O)NC2CCCC2)c2cccnc2)cc2sccc21 (stereo not drawn)	-9	1	8	1.1	1.1	0.78	-6	1.1	1	0.9
CC(C)(CNc1ccc([N+](=O)[O-])cc1Cl)CNS(C)(=O)=O	19	1	-24	1	1.1	0.95	-3	1	0	0.9
O=C(O)CCc1nn2c3ccccc3n(Cc3ccccc3)c2nc1=O	12	1	-6	1	1	/	-8	1.1	-2	1
Cc1cc(=O)n(CC(C)O)c(O)c1C#N (stereo not drawn)	-7	1.1	1	1	0.5	1.2	-1	1	-5	1.1
CC(C)NC(=S)Nc1cccc2cnccc12	-15	1	2	1	0.6	0.89	-3	1	-2	1
CN(c1ccccc1)S(=O)(=O)c1ccc(C(=O)Nc2nnc(C3=COCCO3)o2)cc1	-17	1	-4	1.5	1.4	1.1	-3	1	-3	1.1
COc1ccc(N/C(C)=C/C(=S)Nc2ccccc2)cc1	-2	0.9	8	0.8	0.5	1.7	2	1	5	1
OCCCCNCc1ccc(OCc2ccccc2)cc1	-9	1	5	1	1.1	1.2	-3	1	-1	1
Cc1ccc(-n2c(=O)c3sccc3n(CC(=O)NCc3ccco3)c2=O)cc1	2	1	-15	1	1	1.1	0	1	3	0.9
Cc1cc(C)n2nc(SCCC(=O)NCCc3ccccc3)nc2n1	24	1	10	1.1	1.1	1	-8	1.1	-4	1
COc1ccc(-n2cc(-c3ccc(Br)cc3)[nH]c2=S)cc1	4	1	15	0.9	0.8	1.2	2	1	1	1
CCN(CC)CCCNC(=O)C1c2cc(OC)c(OC)cc2C(=O)N(C)C1c1cccs1 (stereo not drawn)	6	1	-6	1.1	1	1.1	-8	1.1	-3	1.2
COC(=O)CSc1ccc(S(=O)(=O)N2CCOCC2)cc1[N+](=O)[O-]	-13	1	13	0.9	0.9	0.97	-5	1.1	-1	1

Some of these compounds in order of heavy-atom count, falling:
SMILES	TNAP inh no acc	TNAP act hiacc	APP 5'UTR act	PMI act	PMI act hi M6P	NF-kB expr up	FLuc inhib CS	FLuc act counter	TNAP inh hiacc	bIAP act
CC1CCCCN1CCNC(=O)CC1Oc2ccccc2NC1=O (stereo not drawn)	-7	1.1	-9	0.9	1	0.96	-7	1.1	-6	0.9
C=CCNC(=O)c1onc(CSc2ccccc2)c1C(=O)O	-9	1	-1	1.1	1.1	1.2	-8	1.1	-1	1
CC(=O)c1cnc(Nc2cccc(Cl)c2Cl)s1	1	1	69	0.9	0.9	2	-2	1	0	1

From PubChem BioAssay
